KCNQ2 block: KCNQ2 channel blockers in CHO-K1 cells – cell-based, FluxOR thallium flux, B-score, primary screen (AID 2156). 20 min; stronger effect = lower value. actives 1.1% (n = 310,000). B-score at 10 µM;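 active = fluorescence ratio B-score at most minus 3 library SDs, with starting brightness B-score within 2 library SDs, cut at about -5.5 in these data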
CHT inh: inhibits the human high affinity choline transporter; CHT-expressing cells, membrane potential dye, choline response; stronger effect = lower value; AID 488975; Q9GZV3; actives 0.86% (n = 310,000); B-score at 10 µM;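 active = B-score over 3 SD under the library average, and starting fluorescence ratio not unusually high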;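 note: choline stimulus applied at its EC90 after an EC20 pre-addition; B-score computed on integrated fluorescence ratio after choline addition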
Target sequence (Q9GZV3 whole entry, looked up): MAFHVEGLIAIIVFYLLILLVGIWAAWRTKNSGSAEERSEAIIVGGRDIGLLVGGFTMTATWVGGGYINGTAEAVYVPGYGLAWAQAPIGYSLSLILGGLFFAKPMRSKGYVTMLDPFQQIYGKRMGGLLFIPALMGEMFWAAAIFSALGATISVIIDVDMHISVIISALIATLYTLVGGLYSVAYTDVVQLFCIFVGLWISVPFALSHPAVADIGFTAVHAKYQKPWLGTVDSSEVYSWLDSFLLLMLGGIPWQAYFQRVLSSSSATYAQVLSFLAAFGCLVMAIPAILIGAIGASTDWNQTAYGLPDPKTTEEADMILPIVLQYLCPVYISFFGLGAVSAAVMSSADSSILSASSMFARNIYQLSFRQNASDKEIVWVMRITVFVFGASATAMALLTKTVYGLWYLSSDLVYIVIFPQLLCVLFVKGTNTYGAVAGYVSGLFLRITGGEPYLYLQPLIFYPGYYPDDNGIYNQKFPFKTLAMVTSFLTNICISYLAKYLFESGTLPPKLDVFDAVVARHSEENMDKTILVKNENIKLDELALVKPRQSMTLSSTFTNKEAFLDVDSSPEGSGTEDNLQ
* = called active by the depositor.

Sample of the layout (seven entries):
Screening O=C1/C(=C/c2ccncc2)SC(=S)N1C1CCS(=O)(=O)C1 (stereo not given) returned KCNQ2 block inactive and CHT inh inactive.
Screening Cc1nc(NC(=S)NC(=O)c2cccs2)ccc1Br returned KCNQ2 block inactive and CHT inh inactive.
`COc1ccc(CNC(=O)CCn2cccc2)cc1` gave KCNQ2 block inactive and CHT inh inactive.
For Cc1nc2scc(-c3ccccc3)c2c(=O)n1/N=C/c1ccco1 the results were KCNQ2 block -6.42* and CHT inh inactive.
C/C(=N\n1cnnc1)c1ccc(C#N)cc1 was read as KCNQ2 block inactive and CHT inh inactive.
Screening COc1cccc(C(C(=O)NC2CCCC2)N(C(=O)CNC(=O)c2ccco2)c2cccnc2)c1 (stereo not given) returned KCNQ2 block inactive and CHT inh inactive.
For CC1(C)CC2CC(C)(CN2/C=N/c2sc3c(c2C#N)CC(C)(C)NC3(C)C)C1 (stereo not given) the results were KCNQ2 block inactive and CHT inh inactive.

The list itself, from the start:
Screening O=C1/C(=C/c2ccncc2)SC(=S)N1C1CCS(=O)(=O)C1 (stereo not given) returned KCNQ2 block inactive and CHT inh inactive.
Screening Cc1nc(NC(=S)NC(=O)c2cccs2)ccc1Br returned KCNQ2 block inactive and CHT inh inactive.
`COc1ccc(CNC(=O)CCn2cccc2)cc1` gave KCNQ2 block inactive and CHT inh inactive.
For Cc1nc2scc(-c3ccccc3)c2c(=O)n1/N=C/c1ccco1 the results were KCNQ2 block -6.42* and CHT inh inactive.
C/C(=N\n1cnnc1)c1ccc(C#N)cc1 was read as KCNQ2 block inactive and CHT inh inactive.
Screening COc1cccc(C(C(=O)NC2CCCC2)N(C(=O)CNC(=O)c2ccco2)c2cccnc2)c1 (stereo not given) returned KCNQ2 block inactive and CHT inh inactive.
For CC1(C)CC2CC(C)(CN2/C=N/c2sc3c(c2C#N)CC(C)(C)NC3(C)C)C1 (stereo not given) the results were KCNQ2 block inactive and CHT inh inactive.
`CCc1nnc(NS(=O)(=O)c2ccc(NC(=S)NC(=O)c3cccs3)cc2)s1` gave KCNQ2 block inactive and CHT inh inactive.
For O=C(Nc1ccc2c(c1)oc1ccccc12)c1ccncc1 the results were KCNQ2 block inactive and CHT inh inactive.
For Cc1ccc(N2CCN(S(=O)(=O)N3CCOCC3)CC2)cc1C the results were KCNQ2 block inactive and CHT inh inactive.
Screening COC(=O)c1cc(C(=O)OC)[nH]n1 returned KCNQ2 block inactive and CHT inh inactive.
Screening CCN1CCN(C(=O)CCc2nnc(CCc3ccc(OC)cc3)o2)[C@@H](C)C1=O returned KCNQ2 block inactive and CHT inh inactive.
Screening CCSC1=N/C(=C\C=C2/Oc3ccccc3N2CC)C(=O)S1 returned KCNQ2 block inactive and CHT inh inactive.
`O=C(NCC(=O)N(c1cccnc1)C(C(=O)NC1CCCC1)c1cccs1)c1ccco1` (stereo not given) gave KCNQ2 block inactive and CHT inh inactive.
For CC(=O)Nc1ccc(OCC(=O)NCc2ccc3c(c2)OCO3)cc1 the results were KCNQ2 block inactive and CHT inh inactive.
For Nc1ccc(C(=O)Nc2ccccc2C(=O)O)cc1 the results were KCNQ2 block inactive and CHT inh inactive.
CC(C)Cn1c(-c2ccco2)csc1=Nc1cccnc1 was read as KCNQ2 block -6.35* and CHT inh inactive.
For Cc1ccsc1/C=N/n1cnnc1 the results were KCNQ2 block inactive and CHT inh inactive.
Cc1cc(C)c(S(N)(=O)=O)c(C)c1-n1cnnn1 was read as KCNQ2 block inactive and CHT inh inactive.
For O=C(Nc1ccc(Cl)cc1)c1ccc(OCC2CCCO2)cc1 (stereo not given) the results were KCNQ2 block inactive and CHT inh inactive.
CC(C)Oc1ccc(/C=N/NC(=O)c2nnn(-c3nonc3N)c2CN(C)C2CCCCC2)cc1 was read as KCNQ2 block inactive and CHT inh inactive.
Screening CCN(CC(=O)Nc1ccc(C)c(F)c1)CC(=O)NC(C)(C)C returned KCNQ2 block inactive and CHT inh inactive.
`Cn1c(=O)c(=O)n(C)c2cc(S(=O)(=O)NCCOc3ccccc3Cl)ccc21` gave KCNQ2 block inactive and CHT inh inactive.
O=C(O)CSCc1cn2cc(Cl)ccc2n1 was read as KCNQ2 block inactive and CHT inh inactive.
`Cc1cc2c(Nc3ccc(C(=O)O)cc3)ncnc2s1` gave KCNQ2 block inactive and CHT inh inactive.
N=C(N)SCc1ccccn1 was read as KCNQ2 block inactive and CHT inh -5.94*.
For CS(=O)(=O)c1ccc(NCCc2ccc(S(N)(=O)=O)cc2)c([N+](=O)[O-])c1 the results were KCNQ2 block inactive and CHT inh inactive.
For O=C(NC1CCN(C(=O)NCc2ccccc2)CC1)c1ccc(F)cc1 the results were KCNQ2 block inactive and CHT inh inactive.
`COC/C=C/C1=CC2=CC(=O)C(C)(OC(=O)c3cnc4ccccc4n3)C(=O)C2=CN1Cc1ccco1` (stereo not given) gave KCNQ2 block inactive and CHT inh inactive.
COc1cc(/C=N/NC(=O)C(NC(=O)c2ccccc2)c2n[nH]c(=O)c3ccccc23)ccc1OCC(N)=O (stereo not given) was read as KCNQ2 block inactive and CHT inh inactive.
`CCOc1cc2c(Cl)ncnc2c(OCC)c1OCC` gave KCNQ2 block inactive and CHT inh inactive.
COc1ccccc1C(=O)NN1C(=O)C2C3C=CC(O3)C2C1=O (stereo not given) was read as KCNQ2 block inactive and CHT inh inactive.
For O=C(Nc1nc2c(ccc3ccccc32)s1)c1ccco1 the results were KCNQ2 block inactive and CHT inh inactive.
Screening O=C(NCCNC(=O)c1ccc(Br)o1)c1cccnc1 returned KCNQ2 block inactive and CHT inh inactive.
`CCN(CC)c1ccc(C(=S)NCc2ccccc2)cc1` gave KCNQ2 block inactive and CHT inh inactive.
Screening CCN(CC)S(=O)(=O)c1ccc2nc(NC(=O)c3cccs3)sc2c1 returned KCNQ2 block inactive and CHT inh inactive.
Screening Cc1cc(N2CCN(S(=O)(=O)c3ccc4ccccc4c3)CC2)n2ncnc2n1 returned KCNQ2 block inactive and CHT inh inactive.
Screening COc1cc(NS(=O)(=O)c2ccc(NC(=O)NC3CCCCC3)cc2)nc(OC)n1 returned KCNQ2 block inactive and CHT inh inactive.
`CCOC(=O)C1(CCc2ccccc2)CCN(C(=O)[C@@H]2C[C@@H](C)NC(=S)N2)CC1` gave KCNQ2 block inactive and CHT inh inactive.
`CC1CC(C)CN(C(=O)Cn2c(=O)n(CCCCC(=O)NCc3ccco3)c(=O)c3ccccc32)C1` (stereo not given) gave KCNQ2 block inactive and CHT inh inactive.

Gathered by group: the compounds so far containing a COOH group
For Nc1ccc(C(=O)Nc2ccccc2C(=O)O)cc1 the results were KCNQ2 block inactive and CHT inh inactive.
O=C(O)CSCc1cn2cc(Cl)ccc2n1 was read as KCNQ2 block inactive and CHT inh inactive.
`Cc1cc2c(Nc3ccc(C(=O)O)cc3)ncnc2s1` gave KCNQ2 block inactive and CHT inh inactive.

Ordered by number of heavy atoms (ascending): 3 of the compounds above.
For O=C(Nc1ccc2c(c1)oc1ccccc12)c1ccncc1 the results were KCNQ2 block inactive and CHT inh inactive.
For Cc1nc2scc(-c3ccccc3)c2c(=O)n1/N=C/c1ccco1 the results were KCNQ2 block -6.42* and CHT inh inactive.
Screening CCN1CCN(C(=O)CCc2nnc(CCc3ccc(OC)cc3)o2)[C@@H](C)C1=O returned KCNQ2 block inactive and CHT inh inactive.

Next part.
O=C(CCCC(=O)N(CC(=O)NC1CCCC1)Cc1ccc2c(c1)OCO2)Nc1ccccn1 was read as KCNQ2 block inactive and CHT inh inactive.
For COc1cccc(CN(C)C(=O)C23CC4CC(CC(C4)C2)C3)c1 the results were KCNQ2 block inactive and CHT inh inactive.
Screening CCN(Cc1ccccc1)C(=O)c1cc2cc(OC)c(OC)cc2[nH]1 returned KCNQ2 block inactive and CHT inh inactive.
`Cc1cc(NC(=O)C2CC2)ccc1NC(=O)c1cccs1` gave KCNQ2 block inactive and CHT inh inactive.
For COc1ccccc1N1CCN(/N=C(\C)c2ccc(O)cc2)CC1 the results were KCNQ2 block inactive and CHT inh inactive.
For COc1ccc(Cn2c(=O)c3[nH]cnc3n(-c3ccccc3C)c2=O)cc1 the results were KCNQ2 block inactive and CHT inh -5.45*.
COc1ccc(N2CCN(C(=O)CCCn3c(=O)[nH]c4ccsc4c3=O)CC2)cc1 was read as KCNQ2 block inactive and CHT inh inactive.
Screening Nc1ccc(C#Cc2ccc3oc4ccccc4c(=O)c3c2)cc1 returned KCNQ2 block inactive and CHT inh inactive.
`CCS(=O)(=O)Nc1ccc(C2=NN(C(=O)c3ccco3)C(c3cccc(F)c3)C2)cc1` (stereo not given) gave KCNQ2 block inactive and CHT inh inactive.
For CC1=C(C(N)=O)C(c2cccc(O)c2)n2nc(CCCO)nc2N1 (stereo not given) the results were KCNQ2 block inactive and CHT inh inactive.
COc1ccc(N2CCN(CC(=O)Nc3ccccc3SC)CC2)cc1 was read as KCNQ2 block inactive and CHT inh inactive.
Screening COc1cc(/C=N/NC(=O)CCn2cnc(-c3ccccc3)c2-c2ccccc2)ccc1O returned KCNQ2 block inactive and CHT inh inactive.
O=[N+]([O-])c1ccccc1S(=O)(=O)Nc1ccc(S(=O)(=O)N2CCOCC2)cc1 was read as KCNQ2 block inactive and CHT inh inactive.
For COc1ccc2oc(C(=O)Nc3nc4ccc(S(C)(=O)=O)cc4s3)c(C)c2c1 the results were KCNQ2 block inactive and CHT inh inactive.
Screening O=C(CCN1C(=O)/C(=C/c2ccccc2Cl)SC1=S)NC1C=CS(=O)(=O)C1 (stereo not given) returned KCNQ2 block inactive and CHT inh inactive.
Screening O=C(CCn1c(=O)[nH]c2ccsc2c1=O)Nc1ccc(F)c(F)c1 returned KCNQ2 block inactive and CHT inh inactive.
Screening CCCc1nn(C)c2c(=O)[nH]c(-c3cc(S(=O)(=O)N4CCN(C)CC4)ccc3OCC)nc12 returned KCNQ2 block inactive and CHT inh inactive.
Screening CCOc1ccc(-c2nonc2NC(=O)c2ccco2)cc1OCC returned KCNQ2 block inactive and CHT inh inactive.
`Cc1ccccc1-n1cnnc1SCC(=O)Nc1cccnc1Cl` gave KCNQ2 block inactive and CHT inh inactive.
Screening COCCn1c(N)c(N(Cc2ccccc2)C(=O)CN2C(=O)NC(C)(c3ccccc3)C2=O)c(=O)[nH]c1=O (stereo not given) returned KCNQ2 block inactive and CHT inh inactive.
`Cc1ccc(C(=O)N/C(=C\c2cccs2)C(=O)N2CCCCCC2)cc1` gave KCNQ2 block inactive and CHT inh inactive.
Screening Cc1ccc(-c2nnn(CC(=O)N3c4ccccc4CCc4ccccc43)n2)cc1 returned KCNQ2 block inactive and CHT inh inactive.
O=C(NCCCN1CCN(c2ccccc2)CC1)C1CCCN(c2ncnc3c2nc2n3CCCCC2)C1 (stereo not given) was read as KCNQ2 block inactive and CHT inh inactive.
Screening Cc1cc(NC(=O)Nc2cccc([N+](=O)[O-])c2)no1 returned KCNQ2 block inactive and CHT inh inactive.
`CC(=O)c1ccc(NC(=S)N2CCN(c3ccccn3)CC2)cc1` gave KCNQ2 block inactive and CHT inh inactive.
C#CCn1c2ccccc2c2nc3ccccc3nc21 was read as KCNQ2 block inactive and CHT inh inactive.
Screening CN(CCCN1CCCCC1)C(=O)c1cc(COc2ccc(F)cc2F)on1 returned KCNQ2 block inactive and CHT inh inactive.
CC(=O)NNC(=O)c1csc(-c2csc(C)n2)n1 was read as KCNQ2 block inactive and CHT inh inactive.
`Cc1nc(SCc2ccc(F)cc2)c([N+](=O)[O-])[nH]1` gave KCNQ2 block inactive and CHT inh inactive.
Screening O=C(N/N=C/c1cccnc1)c1cc(-c2ccccc2OCc2ccccc2)n[nH]1 returned KCNQ2 block inactive and CHT inh inactive.
Cc1ccccc1NC(=O)c1ccccc1-c1ccccc1 was read as KCNQ2 block inactive and CHT inh inactive.
For Cc1cccc(N2CCN(S(=O)(=O)c3ccc4c(c3)CCN4C(=O)CCC(=O)O)CC2)c1C the results were CHT inh inactive.
For COCC(C)Nc1nc(C)c(C(C)=O)s1 (stereo not given) the results were KCNQ2 block inactive and CHT inh inactive.
For C=CCNc1nc2ccccc2nc1NS(=O)(=O)c1ccc(Cl)cc1 the results were KCNQ2 block inactive and CHT inh inactive.
`Cc1ccc(CNc2ccc(CNc3ncn[nH]3)cc2)cc1` gave KCNQ2 block inactive and CHT inh inactive.
`O=C(Nc1cnc2ccccn2c1=O)c1ccc(Cl)cc1` gave KCNQ2 block inactive and CHT inh inactive.
COc1ccc(N2CCN(C(=O)c3ccc(SC)cc3OC)CC2)cc1 was read as KCNQ2 block inactive and CHT inh inactive.
CCOC(=O)N1CCN(C(=O)c2ccc3nc(N4CCCCC4)sc3c2)CC1 was read as KCNQ2 block inactive and CHT inh inactive.
`O=C(NC1CCCCCCC1)C1CCC(CNc2c(N3CCCC3)c(=O)c2=O)CC1` (stereo not given) gave KCNQ2 block inactive and CHT inh inactive.
Screening O=[N+]([O-])c1ccc(O)c(/C=N/n2cnc3ccccc32)c1 returned KCNQ2 block inactive and CHT inh -5.01*.
For COc1ccc(Cl)cc1N1CC(C(=O)Nc2nccs2)CC1=O (stereo not given) the results were KCNQ2 block inactive and CHT inh inactive.
Screening COc1ccc(OCCNC(=O)c2cccc(Oc3ccc(C(F)(F)F)cc3[N+](=O)[O-])c2)cc1 returned KCNQ2 block inactive and CHT inh inactive.
Screening COc1ccc(NC(=O)C(=O)N2N=C3CCCCC3C2(O)C(F)(F)F)cc1 (stereo not given) returned KCNQ2 block inactive and CHT inh inactive.
`CC(Sc1n[nH]c(N)n1)C(=O)Nc1ccc(Cl)cn1` (stereo not given) gave KCNQ2 block inactive and CHT inh inactive.
For CC(C)c1ccc(/C=C(\NC(=O)c2ccccc2)C(=O)NCCCN2CCOCC2)cc1 the results were KCNQ2 block inactive and CHT inh inactive.
CCCCC(=O)Nc1nnc(SCC(=O)NC2CC2)s1 was read as KCNQ2 block inactive and CHT inh inactive.
Screening CCOCCOC(=O)c1[nH]c2c(c1C)C(=O)CC(c1ccc(OC)c(OC)c1)C2 (stereo not given) returned KCNQ2 block inactive and CHT inh inactive.
`C[C@H](NC(=O)c1cc2c([nH]c3ccccc32)c(-c2ccccc2)n1)C(=O)O` gave KCNQ2 block inactive and CHT inh inactive.
`Cc1c(-c2nc(N)nc(Nc3ccccc3F)n2)oc2ccccc12` gave KCNQ2 block inactive and CHT inh inactive.

Assay outcomes deposited in PubChem BioAssay by Johns Hopkins Ion Channel Center.
